# Keap1-Nrf2 PPI: Keap1-Nrf2 protein-protein interaction inhibitors, primary screen, biochemical, fluorescence polarization, single point. Kelch-like ECH-associated protein 1 (Homo sapiens), Q14145. Keap1 Kelch-Nrf2 peptide fluorescence polarization, 1536-well. inhibition, % at 9.4 µM. 340,000 tested, 0.15% active; in the data active = inhibition above about 12%;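 also: human Keap1 Kelch domain with fluorescein labeled Nrf2 9mer peptide probe; 0% = neutral control wells and 100% = peptide positive control; higher means more block of Keap1 binding to Nrf2 peptide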
# Target sequence (Q14145 whole entry, looked up, the tested form may be a part): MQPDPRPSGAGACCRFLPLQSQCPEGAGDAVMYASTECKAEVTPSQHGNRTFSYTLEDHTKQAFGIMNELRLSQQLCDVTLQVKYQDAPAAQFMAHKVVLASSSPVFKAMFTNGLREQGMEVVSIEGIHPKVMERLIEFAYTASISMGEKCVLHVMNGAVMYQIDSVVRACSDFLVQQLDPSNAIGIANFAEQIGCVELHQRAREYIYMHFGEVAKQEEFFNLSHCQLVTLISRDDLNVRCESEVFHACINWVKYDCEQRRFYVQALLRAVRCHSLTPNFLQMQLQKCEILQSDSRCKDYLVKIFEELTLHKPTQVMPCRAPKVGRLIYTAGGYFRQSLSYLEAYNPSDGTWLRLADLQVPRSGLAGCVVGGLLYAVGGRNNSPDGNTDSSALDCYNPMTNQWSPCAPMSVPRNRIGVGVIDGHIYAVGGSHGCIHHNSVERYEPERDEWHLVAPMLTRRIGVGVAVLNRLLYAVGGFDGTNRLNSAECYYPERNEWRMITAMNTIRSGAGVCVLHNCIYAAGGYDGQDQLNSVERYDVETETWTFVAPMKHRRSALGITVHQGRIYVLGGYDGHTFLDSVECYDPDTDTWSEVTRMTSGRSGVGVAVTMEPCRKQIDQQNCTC
# HTR5A inv ag: HTR5A inverse agonists in luminescence cell assay, primary screen, counter-screen for OPRM1-OPRD1 heterodimer inverse agonist project, full-deck HTS; 5-hydroxytryptamine receptor 5A (Homo sapiens), P47898; HTR5A cell line, inverse agonism; inhibition, % at 9.3 µM; 340,000 tested, 0.083% active; in the data active = inhibition mostly above about 23%, no sharp cut-off; inactive = mostly below about 18%;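 also: 0% = cells with DMSO and 100% = no-cell wells with DMSO; some compounds called inactive have numbers as strong as hits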
# Target sequence (P47898 whole entry, looked up): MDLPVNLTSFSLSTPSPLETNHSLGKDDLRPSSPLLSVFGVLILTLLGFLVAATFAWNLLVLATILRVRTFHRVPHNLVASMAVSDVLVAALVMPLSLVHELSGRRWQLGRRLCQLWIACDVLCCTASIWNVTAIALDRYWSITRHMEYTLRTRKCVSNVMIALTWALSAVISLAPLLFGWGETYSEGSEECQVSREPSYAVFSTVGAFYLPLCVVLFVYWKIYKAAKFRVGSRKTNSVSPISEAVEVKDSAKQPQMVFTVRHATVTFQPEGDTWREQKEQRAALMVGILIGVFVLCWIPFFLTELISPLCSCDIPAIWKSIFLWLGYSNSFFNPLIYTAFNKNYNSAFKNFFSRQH
# RTF Ca sens inh: cardiac RTF calcium sensitivity inhibitors, primary screen, biochemical, IANBD-TnC fluorescence, EC70 calcium; Troponin I, cardiac muscle (Homo sapiens) + Troponin T, cardiac muscle (Homo sapiens) + …; IANBD-labeled cardiac RTF, Ca2+ fluorescence; inhibition, % at 7.15 µM; 340,000 tested, 0.12% active;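 active = inhibition above the mean inhibition of all tested compounds plus 3 SD, cut at about 17% in these data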;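 also: assay run at fixed EC70 calcium of 1.6 mM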
# OPRM1-OPRD1 inv: inverse agonists of MOR-DOR heterodimerization, primary screen, cell-based, luminescence; inhibition, % at 9.3 µM; 340,000 tested, 0.21% active; cell-based MOR-DOR heterodimer luminescence, inverse agonism; Mu-type opioid receptor (Homo sapiens) + Delta-type opioid receptor (Homo sapiens), …; in the data active = inhibition above about 22%, passing the limit was not always enough;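 also: 0% = cells with DMSO and 100% = wells without cells with DMSO; values of inactives mirror those of a sister screen read the other way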
# V-ATPase pH: regulators of yeast V-ATPase proton pumping, primary screen, pHLuorin cytosolic pH fluorescence; S. cerevisiae; response, % at 10 µM; 350,000 tested, 0.37% active; in the data active = response mostly above about 7.3%, no sharp cut-off; inactive = mostly below about 5.4%; also: actives read high; inactives centre near 0; some compounds called inactive have numbers as strong as hits; reference of the scale not given here
# CAL-PDZ inh HTS: untagged CAL PDZ binding inhibitors, primary screen, biochemical, fluorescence polarization, HTS; purified CAL PDZ, TMR-peptide fluorescence polarization, 1 h; 300,000 tested, 0.92% active; inhibition, % at 24.9 µM;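 active = mean inhibition of at least 30% with at least half of replicates also reaching 30%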;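 also: 0% = DMSO neutral control and 100% = excess unlabeled competitor peptide PRC23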
# LANA DNA inh: inhibitors of KSHV C-LANA binding to DNA, primary screen, biochemical, fluorescence polarization, FAM-LBS DNA, MBP-C-LANA, single point | Kaposi's sarcoma herpesvirus LANA C-terminal domain (residues 932-1162) DNA binding | inhibition, % at 9 µM | 340,000 tested, 0.078% active | AID 504423, 2011;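 active = highest replicate inhibition at or above 60% at 9 µM, even if other replicates fall short; inactive = all replicates below 60% inhibition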;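 also: 0% = neutral control wells and 100% = 4 µM acridine orange control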
# HTR5A ag ctr: HTR5A agonists in luminescence cell assay, primary screen, counter-screen for OPRM1-OPRD1 heterodimer agonist project, full-deck HTS; cell-based; AID 504692, 2011; 340,000 tested, 0.61% active; 5-hydroxytryptamine receptor 5A (Homo sapiens), P47898; activation, % at 9.3 µM; in the data active = activation mostly above about 9.5%, no sharp cut-off; inactive = mostly below about 7.6%;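 also: 0% = cells with vehicle only and 100% = reference agonist; strong numbers were not always called active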
# MOR-DOR ag: agonists of OPRM1-OPRD1 heterodimerization, primary screen, cell-based, luminescence; activation, % at 9.3 µM; 340,000 tested, 0.3% active; cells; AID 504326, 2011; Mu-type opioid receptor (Homo sapiens) + Delta-type opioid receptor (Homo sapiens), …; in the data active = activation above about 18%;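 also: 0% = vehicle-treated cells and 100% = reference agonist; values of inactives mirror those of a sister screen read the other way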
# cardiac RTF act: cardiac RTF calcium sensitivity activators, primary screen, biochemical, IANBD-TnC fluorescence, EC20 calcium; 340,000 tested, 0.24% active; IANBD-labeled TnC RTF fluorescence at EC20 calcium; 0% EC20 calcium, 100% full calcium; AID 493008, 2010; activation, % at 7.2 µM;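 active = activation above the mean over all tested compounds plus 3 SD, cut at about 30% in these data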;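 also: rise in fluorescence read as greater calcium sensitivity of cardiac thin filaments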
# Starred values were filed as active, the others as inactive; x = no result given.
SMILES	Keap1-Nrf2 PPI	HTR5A inv ag	RTF Ca sens inh	OPRM1-OPRD1 inv	V-ATPase pH	CAL-PDZ inh HTS	LANA DNA inh	HTR5A ag ctr	MOR-DOR ag	cardiac RTF act
CC1Cc2ccccc2N1C(=O)c1cccnc1 (configuration not stated)	4	-22	-1	1	8	x	-0.2	1	-0.2	2
O=C(CN1CCOCC1)Nc1ccccc1-c1ccccc1	-1	-5	-14	9	-4	2	-0.7	1	-1.7	10
COC(=O)c1cccc(C23CC4(C2)[C@H](CN(C)[C@@H]4c2ccccc2)C3c2ccccc2)c1 (some centres not stated)	-5	8	-7	-1	-6	1	0.4	1	0.2	1
O=C(Oc1ccccc1F)C1CCN(C(=O)c2ccc(F)cc2)CC1	-5	2	-5	2	-1	-5	-1.7	-1	-0.3	1
Cc1csc2c(N3CCN(C(=S)Nc4ccc(C(F)(F)F)cc4)CC3)ncnc12	1	-10	-5	-8	-2	-7	2.0	4	1.7	-9
O=C(CN1C(=O)C2C3C=CC(C4CC34)C2C1=O)Oc1ccccc1 (configuration not stated)	0	0	-22	-5	0	5	-0.3	0	0.8	-4
COc1ccc(C(=O)C(C)OC(=O)COc2ccccc2)cc1 (configuration not stated)	2	-14	-2	12	1	2	-0.2	3	-3.1	0
COc1cc(OC)cc(-c2c(C#Cc3ccsc3)c3cc(-c4ccc(SC)cc4)ccc3n2C)c1	-6	1	2	7	1	-5	0.7	1	-1.2	-2
COC(=O)c1nc[nH]c1[N+](=O)[O-]	-1	-2	-1	12	-2	0	-3.0	1	-2.5	12
Cc1ccc(OCC(=O)NC(C)c2ccccc2)cc1 (configuration not stated)	3	1	-3	12	5	-2	-2.2	0	-2.5	-4
Cc1ccc(NC(=O)CCNS(=O)(=O)c2cccc3nonc23)cc1Cl	2	-5	-1	11	6	3	0.1	2	-1.9	4
CCOC(=O)c1sc(NC(=O)CCN2C(=O)C3CCCCC3C2=O)cc1C (configuration not stated)	4	-28	-7	20	2	-3	0.1	11	-5.1	0
Cc1cc(C)c(COCc2cc(/C=N/O)c(C)cc2C)cc1/C=N/O	-6	7	0	-62	-3	-3	4.5	4	11	2
CCC(C)(C)C(=O)Nc1ncc(S(=O)(=O)c2ccc([N+](=O)[O-])cc2)s1	-2	-38	5	-55	-1	-4	-3.2	3	9.1	-13
Cc1cccc2cc(CN(Cc3nnnn3Cc3ccco3)C3CCCC3)c3nnnn3c12	-1	14	-10	5	0	-3	-1.1	-3	-1.0	1
COc1cccc(-c2nn3c(-c4cc(C)[nH]n4)nnc3s2)c1	0	5	-18	14	3	1	-0.5	8	-2.7	1
NNC(=O)CNC(c1ccccc1)c1cc(Br)ccc1NC(=O)c1cccc(Cl)c1 (configuration not stated)	-1	-44	-10	1	0	-2	-0.9	-1	-0.2	1
CCN1C(C(=O)c2ccccc2)=C(Nc2ccccc2C)c2ccccc2S1(=O)=O	0	10	11	0	2	-1	-0.5	2	0.0	1
CCOc1ccc(S(=O)(=O)Nc2cccc(C(=O)NCCCN3CCCC3=O)c2)cc1	-1	9	4	11	1	-2	-1.8	-4	-2.6	-4
O=C1c2oc3ccc(Cl)cc3c(=O)c2C(c2cccc(Br)c2)N1CCO (configuration not stated)	4	-9	-1	-20	1	13	0.9	4	4.7	-4
COc1ccccc1-n1nc(C)c(-c2ccccc2)c1N	1	-4	3	8	-1	-3	2.1	1	-1.7	3
COc1cc(OC)c2c(c1)OC(c1ccc(OC)c(OC)c1)C(O)C2=O (configuration not stated)	3	-10	1	-5	-2	x	8.7	3	0.9	8
Fc1ccccc1N1CCN(Cc2cccnc2)CC1	-7	19	-13	20	4	-4	1.0	1	-3.9	-3
O=C1CCC(C(=O)N2CCc3ccccc3C2)CN1CCCN1CCOCC1 (configuration not stated)	-3	-5	-7	5	1	-1	-1.2	5	-0.9	2
C/C(CC(=O)Nc1cccc(F)c1)=N\NC(=O)C(=O)NC1CCCCC1	0	8	-5	-4	0	11	-0.3	-3	0.5	1
O=c1c2ccccc2c(C=Nc2ccccc2O)c(O)n1-c1nccs1	-8	12	-32	14	-1	12	1.1	-1	-2.8	15
COc1ccc(C2N(C(C)=O)CCN2S(=O)(=O)c2ccc(C)cc2)cc1 (configuration not stated)	-3	1	-1	26	-1	4	-0.6	0	-5.2	-1
C/C(=N\NC(=O)C(O)(c1ccccc1)c1ccccc1)c1ccc(C)o1	-3	-6	-20	13	1	-28	-1.0	2	-1.8	1
COc1cc(CNc2ccc(N3CCOCC3)cc2)cc(Br)c1OC	4	-13	2	-18	1	-1	-7.1	0	3.9	2
CC(C)OCCCn1c(NN)nc2ccccc2c1=O	-6	7	-6	-10	-2	-2	-2.6	-3	1.9	6
Nc1nonc1OCCOCCOCCOc1nonc1N	-3	-2	4	11	0	-1	2.3	1	-2.3	2
Cc1cc(C)cc(N(C(=O)c2csnn2)C(C(=O)NC(C)(C)C)c2cccs2)c1 (configuration not stated)	0	-14	-5	7	-1	-3	-0.8	1	-1.2	0
CN(C(=O)COC(=O)c1ccc(Br)o1)c1c(N)n(Cc2ccccc2)c(=O)[nH]c1=O	-3	-8	-28	15	2	-4	1.1	3	-2.2	-1
NNc1nc(N)c2c(n1)-c1ccccc1CC21CCCC1	-5	19	6	12	3	-5	1.3	9	-2.5	-2
COc1ccc(S(=O)(=O)Nc2ccccc2C(=O)NC(C)(C)C)cc1OC	-2	-13	0	8	1	-1	-1.7	2	-1.4	-6
COc1ccc(C(=O)CCC(=O)Nc2ccc(N3CCCCC3)cc2)cc1OC	0	-3	1	18	0	-1	0.2	1	-3.4	-10
O=C(C[n+]1cc(-c2ccc(F)cc2)n2c1CCC2)Nc1nc(-c2ccc(F)cc2)cs1	-5	-5	-6	11	-5	-7	-2.3	-3	-2.2	2
CC(C)CC(=O)OCc1cn(-c2ccccc2)nn1	0	-2	3	8	-1	x	0.2	-2	-1.8	-7
O=C(Nc1ccc(O)cc1)c1ccc(NC(=O)C2CCCO2)cc1 (configuration not stated)	-5	-11	0	-9	7	-3	-0.6	2	1.6	0
CCCCOc1cccc(C(=O)NC(=S)Nc2cccc(NC(=O)c3ccccc3Cl)c2)c1	-2	33	-9	14	5	-42	0.7	1	-2.7	3
COCCN(C/C=C/c1ccccc1)C/C=C/c1ccccc1	0	-5	-4	7	0	0	-0.9	1	-1.3	2
Cc1nn(Cc2ccc(Cl)cc2)c(C)c1NC(=O)C(c1ccccc1)c1ccccc1	0	1	-6	-12	-2	3	-0.4	0	2.2	-8
CCN1C(=O)/C(=C/c2ccc(OCc3ccc(C(=O)O)cc3)c(Cl)c2)NC1=S	2	7	-3	9	-1	-6	1.9	-2	-1.8	-3
Nc1cc(OC(=O)c2ccc(F)cc2)nn1S(=O)(=O)c1ccc(F)cc1	-24	5	1	-9	4	-2	0.0	-2	1.6	6
O=C1OCc2ccc(NS(=O)(=O)c3ccc(C(F)(F)F)cc3)cc21	-4	x	x	x	-1	0	2.2	x	x	x
CCc1[nH]c(=S)c(C#N)c2c1CCCC2	-7	6	-5	6	1	0	3.5	-2	-1.0	12
Cc1ccc(Cn2c(O)c(N=NC(=S)Nc3ccccc3F)c3ccccc32)cc1	3	13	-6	18	0	-2	0.3	-5	-3.9	3
COC(=O)c1c(NC(=O)C(Cl)Cl)sc2c1C(C(=O)OC)CC2 (configuration not stated)	-3	16	3	13	-1	2	-2.8	-6	-2.7	2
Fc1ccc(CNc2nc3ccccc3n3cnnc23)cc1	-4	-13	-8	17	-1	x	0.2	5	-3.1	3
O=C(COC(=O)c1ccccc1F)NCc1ccc2c(c1)OCO2	-4	-24	-2	3	1	-6	-4.0	9	-0.8	4
CN1CCN(C(=O)c2ccc(N3CCCC3=O)cc2)CC1	-7	-1	-9	10	-2	0	-1.5	-3	-1.7	-8
Cn1cc(C(=O)O)c(-c2ccc3c(c2)OCCCO3)n1	-2	-4	-10	-5	-5	x	-1.5	3	0.7	-4
O=C(CSc1ncccn1)NC(=O)Nc1ccc2c(c1)OCCO2	-7	-2	-3	15	-4	x	-0.1	1	-2.9	-1
COc1ccc(C(=O)N/N=C/c2ccccn2)cc1OC	6	5	-6	9	-1	9	-1.0	3	-2.0	-2
CCc1cc(=O)[nH]c(SCCC(F)=C(F)F)n1	5	0	-12	11	1	2	1.8	0	-2.1	9
CC(C)(C)OC(=O)N1CCC(NC(=O)c2nc[nH]c2C(=O)NC2CCN(C(=O)OC(C)(C)C)CC2)CC1	-2	-27	-1	-4	0	-2	2.4	10	0.7	-4
COCc1cc(=O)[nH]c(-c2csc(C)n2)n1	0	5	-7	10	-1	x	0.9	-5	-2.0	5
CCn1nnnc1SCC(=O)Nc1cccc(NC(C)=O)c1	-2	-8	1	13	-2	x	1.3	-5	-2.5	1
Cc1cccc(CC(=O)c2c[nH]c3ccccc23)c1	-4	x	x	x	0	-6	-3.7	x	x	x
CCOC(=O)c1c(C(=O)OCC)c(C)n(Cc2cc(OC)c(OC)c(OC)c2)c1C	1	-6	-3	11	0	-2	0.4	4	-2.4	8

# (next part)
SMILES	Keap1-Nrf2 PPI	HTR5A inv ag	RTF Ca sens inh	OPRM1-OPRD1 inv	V-ATPase pH	CAL-PDZ inh HTS	LANA DNA inh	HTR5A ag ctr	MOR-DOR ag	cardiac RTF act
CC(=O)c1ccc(OCc2cc(C(=O)N3CCN(C4CCCC4)C(=O)C3)no2)cc1	-5	-11	-6	15	-1	-7	-1.7	2	-3.0	-1
CC(C)(C)n1ncc2c(=O)n(CC(=O)NCCc3ccccc3)cnc21	-3	2	7	1	-5	-1	-1.6	-8	-0.2	-9
COc1ccccc1N1CCN(C(=O)c2ccc(Cl)c(S(=O)(=O)N3CCCC3)c2)CC1	-2	-5	-4	-4	2	-3	4.8	2	0.9	-1
Cc1ccc2cccc(Oc3ncnc4scc(-c5ccccc5)c34)c2n1	-2	10	1	-47	-1	-5	-3.6	-3	8.9	-5
C(=N\Nc1nc(Nc2ccccc2)nc(Nc2ccccc2)n1)/c1ccncc1	-2	4	2	-113	1	-2	0.2	-1	20*	6
Cc1ccc(C)c(NC(=O)CCN2CCCC(C)C2)c1 (configuration not stated)	-5	18	-11	-3	0	-4	1.5	-5	0.5	-4
COc1ccc(N(C)S(=O)(=O)c2cccc3cccnc23)c(OC)c1	-3	-16	-5	8	8	2	-5.1	-2	-1.5	-12

# High-throughput results (PubChem BioAssay)
